Myeloid diff 2 = induction of myeloid progenitor differentiation, primary screen, cell-based, flow cytometry, MLPCN library; calls only at 10 µM; ER-HoxA9 myeloid progenitors, lysozyme-GFP differentiation; actives 1% (n = 360,000); AID 624256, 2012;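 active = normalized GFP-positive differentiation at or above the plate's own cutoff, the solvent-only control mean plus 3 SD; inconclusive = no clear call, values can overlap the other calls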;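 note: cells exposed to compound for four days before flow analysis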
Myeloid diff 2 GFP+ MAC1+ % = further read-out of Myeloid diff 2, marked with its call; GFP+ MAC1+ double positive, %; measured here: differentiation confirmed by MAC1 staining
The depositor's hits bear a star; i = inactive; u = inconclusive; x = not tested or not shown; + = active, no number.

no.	Compound	Myeloid diff 2	Myeloid diff 2 GFP+ MAC1+ %
1	CC(=O)Nc1cc(-c2ccc(N3CCN(C)CC3)cc2)cn2c(-c3cccc(C(C)=O)c3)cnc12	i	0.7
2	CCOC(=O)C1(C)CCN1C(=O)c1ccc(C(C)(C)C)cc1 (configuration not stated)	i	0.7
3	O=C(COC(=O)CN1C(=O)c2ccccc2C1=O)Nc1ccccc1C(F)(F)F	i	1.4
4	COc1cccc(C(NC(C)=O)c2nc(/C=C/c3ccccc3)cs2)c1 (configuration not stated)	i	1.6
5	C[C@@H]1CNC(=O)c2c(C(=O)Nc3ccc(CNC(=O)OC(C)(C)C)cc3)ncn21	i	0.9
6	COc1ccc(NC(=O)COC(=O)C2COc3ccccc3O2)cc1 (configuration not stated)	i	2.4
7	Cc1cc2c(cc1C)-c1nnnn1C(N1CCCCC1)C(=O)N2 (configuration not stated)	i	2.0
8	CCc1nc2ccc(C(=O)NC(C)(C)C)cn2c1N(CC)Cc1cccc(Br)c1	i	0.9
9	O=C(O)c1ccccc1-c1ccc(C=c2sc3nc4cc(Br)cnc4n3c2=O)o1	i	0.7
10	CN1C=CC(C(C(N)=O)c2ccccc2)c2ccccc21 (configuration not stated)	i	1.7
11	CC(C)CN1C(=O)c2ccccc2C1c1nnnn1-c1ccc2c(c1)OCCO2 (configuration not stated)	i	1.8
12	CC1=C(C#N)C(=O)NC1(C)O (configuration not stated)	i	0.9

Ordered by number of heavy atoms (smallest number first): 5 of the compounds above.
no.	Compound	Myeloid diff 2	Myeloid diff 2 GFP+ MAC1+ %
10	CN1C=CC(C(C(N)=O)c2ccccc2)c2ccccc21 (configuration not stated)	i	1.7
2	CCOC(=O)C1(C)CCN1C(=O)c1ccc(C(C)(C)C)cc1 (configuration not stated)	i	0.7
7	Cc1cc2c(cc1C)-c1nnnn1C(N1CCCCC1)C(=O)N2 (configuration not stated)	i	2.0
4	COc1cccc(C(NC(C)=O)c2nc(/C=C/c3ccccc3)cs2)c1 (configuration not stated)	i	1.6
5	C[C@@H]1CNC(=O)c2c(C(=O)Nc3ccc(CNC(=O)OC(C)(C)C)cc3)ncn21	i	0.9

Record cards, as listed above.
COc1ccc(NC(=O)COC(=O)C2COc3ccccc3O2)cc1 (configuration not stated) in the list: Myeloid diff 2 = i; Myeloid diff 2 GFP+ MAC1+ % = 2.4
CCOC(=O)C1(C)CCN1C(=O)c1ccc(C(C)(C)C)cc1 (configuration not stated) in the list: Myeloid diff 2 = i; Myeloid diff 2 GFP+ MAC1+ % = 0.7

More entries follow:
no.	Compound	Myeloid diff 2	Myeloid diff 2 GFP+ MAC1+ %
13	Cc1ccc(C(=O)O)cc1NCc1cccnc1	i	1.5
14	COc1cc(C(C)=O)ccc1OCC(=O)Nc1cc(S(=O)(=O)N2CCOCC2)ccc1N1CCCC1	i	0.7
15	OC(c1cccc(CN2CCCCC2)c1)c1ncc(-c2ccccc2Cl)[nH]1 (configuration not stated)	i	1.2
16	COCCNC(=O)C1(C)CCN(C(=O)c2oc3ccccc3c2C)C1 (configuration not stated)	i	1.2
17	CC1=C(C(=O)N2CCOCC2)CC(CC(=O)NCCCCc2ccccc2)C(=O)N1CCC1=CCCCC1 (configuration not stated)	i	0.5
18	COc1ccc(CCNC(=O)COC(=O)c2cccs2)cc1	i	1.0
19	CCc1ccc(NC(=O)CSc2nccn(-c3ccc4c(c3)OCCO4)c2=O)cc1	i	1.5
20	CN(CC(=O)Nc1cccc(F)c1)C(=O)CC1CCCC1	i	0.8
21	CC(C)Cn1cnc2c(SCc3ccc(Cl)cc3)nc(N)nc21	i	1.8
22	COc1ccc(CCC2=NCCN2C(CC(C)C)c2nc3ccccc3[nH]2)cc1 (configuration not stated)	i	0.7
23	CCOC(=O)C1(C)Oc2ccccc2C(c2ccc(OC)cc2)=C1C(=O)OC (configuration not stated)	i	1.2
24	COC(=O)C1=CN(c2c(C)cc(C)cc2C)C(N)=C(C#N)C1c1cccc(F)c1 (configuration not stated)	i	1.5
25	c1ccc(OC2CCCCC2N2CCOCC2)cc1 (configuration not stated)	i	0.4
26	O=C1C(=Cc2ccco2)CCC1=Cc1ccco1	i	0.8
27	O=C1NC(=O)C(=C2CCOC2=O)N1	i	1.2
28	COc1c(C)cc(C(O)c2ncc(-c3ccc(Cl)cc3)[nH]2)cc1C (configuration not stated)	i	1.6
29	O=C(NCc1ccccc1)C(C1CC1)n1c(=O)c(-c2cc3ccccc3[nH]2)nc2ccccc21 (configuration not stated)	i	3.6
30	CCOC(=O)C1(C)CCN1C(=O)c1cc(-c2ccc(Cl)cc2)oc1C (configuration not stated)	i	0.9
31	O=C(Oc1ccc[nH]c1=O)C1CC1	i	1.0
32	COCCNC(=O)C1(C)CCCN(C(=O)c2cc(F)ccc2C)C1 (configuration not stated)	i	0.8
33	Nc1ccc(CCCC(=O)NCc2cccnc2)cc1	i	1.0
34	O=C1[C@@H](Oc2ccccc2)[C@@H](c2ccccc2)N1c1ccccc1	i	1.6
35	CCC(C(=O)Nc1c(C)cccc1C)n1c(-c2cnc(C)cn2)nc2ccccc21 (configuration not stated)	i	4.8
36	CCCCC(=O)N(C)c1c(C)nc2ccc(C(=O)NCc3ccccc3OC)cn12	i	1.4
37	CCCNC(=O)C1(C)CCN(Cc2ccc(C)c3ccccc23)C1 (configuration not stated)	i	1.2
38	O=c1[nH]c(=S)c2[nH]c(=S)n(-c3ccccc3)c2[nH]1	i	0.9
39	C=C1[C@@H](CCO)N(S(=O)(=O)C(C)(C)C)C[C@@H]1C	i	0.2
40	COc1ccc(-c2cc(NC=O)c3ncc(-c4cccc(C(=O)NCCN(C)C)c4)n3c2)cn1	i	0.6
41	O=C(COC(=O)/C=C/c1ccc([N+](=O)[O-])cc1)Nc1ccc2[nH]c(=O)[nH]c2c1	i	0.8
42	COc1cccc(C(O)c2nc(-c3cccc4cccnc34)cs2)c1 (configuration not stated)	i	0.5
43	O=C(C=Cc1ccc2c(c1)OCO2)OCC=Cc1ccc2c(c1)OCO2	i	0.6
44	O=C(NCc1ccccc1)/C(=C\c1ccc(F)cc1)NC(=O)c1ccco1	i	0.3
45	CCOC(=O)C1(Cc2ccccc2C#N)CCCCC1=O (configuration not stated)	i	0.7
46	COc1ccc(/C=C/C(=O)N(C)C2CCS(=O)(=O)C2)cc1 (configuration not stated)	i	1.0
47	Clc1cccc(Cc2c(C3CCCCC3)nc3ccc(Br)cn23)c1	i	0.9
48	Cc1ccc(S(=O)(=O)NN=C2CCCc3ccccc32)cc1	i	1.2
49	CNC(=O)C[C@H]1C(=O)N(CCc2ccccc2)C[C@@H]1CSC	i	1.5
50	COc1ccc(CNC(=O)c2ccc(-n3cncn3)c3ccoc23)cc1OC	i	0.9
51	Cc1ccccc1-c1csc(C(O)c2ccc(F)c(F)c2)n1 (configuration not stated)	i	0.8
52	COc1cc(C=CC(=O)OCC=Cc2ccc3c(c2)OCO3)cc(OC)c1OC	i	0.8
53	Oc1ccc2ccccc2c1CN1CC2CCC(CC2)C1	u	x
54	O=C(NNC(=O)c1ccncc1)Nc1cc(Cl)ccc1Cl	i	0.7
55	CC(O)(c1cccs1)C(C(=O)O)c1ccccc1 (configuration not stated)	i	0.7
56	CCCCN1C[C@H](CSC)[C@@H](CC(=O)NC)C1=O	i	1.2
57	COC(=O)c1csc(C2OC(CO)C(O)C2O)n1 (configuration not stated)	i	0.3
58	CCOC1=C2[C@H](c3ccccc3)N(S(=O)(=O)c3ccc(C)cc3)C[C@H]2n2c(=O)n(-c3ccccc3)c(=O)n2C1	i	1.2
59	Cc1ccc(S(=O)(=O)N2[C@@H](Cc3ccccc3)CO[C@H]2CC(=O)c2cccc3ccccc23)cc1	i	2.0
60	Cc1ccc(N2CC(C(=O)Nc3cc(S(=O)(=O)N4CCCCC4)ccc3C)CC2=O)cc1 (configuration not stated)	i	0.6
61	O=C(CSCC(=O)OCC(=O)N1CCN(C(=O)c2ccco2)CC1)Nc1ccc(Cl)cc1	i	1.6
62	CC(=O)Nc1c(Br)cc2c(c1Br)C(=O)c1ccccc1-2	i	1.4
63	CCC(=O)N1CCCC(C(=O)Nc2nc3ccccc3[nH]2)CC1 (configuration not stated)	i	0.9
64	Cc1ccc(F)c(S(=O)(=O)NC(=O)C2(C)CCN2C(=O)CC(c2ccccc2)c2ccccc2)c1 (configuration not stated)	i	0.4
65	Cn1c(=O)c2[nH]c(C3CC3)nc2n(C)c1=O	i	0.7
66	Cc1cccc(C)c1NC(=O)C(c1cccc2ccccc12)n1c(=O)c(-c2cc3ccccc3[nH]2)nc2ccccc21 (configuration not stated)	i	4.1
67	Cc1ccc(S(=O)(=O)Nc2ccc3c(c2)C(=O)N([C@H](C)CO)C[C@H](C)[C@H](CN(C)C(=O)Nc2cccc4ccccc24)OCCCC[C@@H](C)O3)cc1	i	0.7
68	Cc1ccc(CN2CCC2(C)C(=O)NC(C)C)cc1 (configuration not stated)	i	0.9
69	CCOC(=O)C1=C(COC(=O)CNS(=O)(=O)c2ccc(C)c(C)c2)NC(=O)NC1C (configuration not stated)	i	1.7
70	COc1cc(NC(=O)c2sc3ncn(CC(=O)N4CCCCC4C)c(=O)c3c2C)cc(OC)c1OC (configuration not stated)	i	1.3
71	N#CC1C(=O)NC(=O)C(C#N)C12CCCCC2 (configuration not stated)	i	1.1
72	CC(C)N1CCC(C)(C(=O)Nc2cccc(Oc3ccccc3)c2)C1 (configuration not stated)	i	0.1

The list continues:
no.	Compound	Myeloid diff 2	Myeloid diff 2 GFP+ MAC1+ %
73	Cc1cn([C@H]2C[C@H](O)[C@@H](CNCc3ccc(Oc4cc(-n5cccn5)ncn4)cc3)O2)c(=O)[nH]c1=O	i	1.4
74	CCOC(=O)[C@@H](NC(=O)CC[C@H]1O[C@@H](n2ccc(=O)[nH]c2=O)[C@H](O)[C@@H]1O)C(C)C	i	1.4
75	O=C(NC1CCCCC1)C1c2ccccc2OCC(=O)N1C1CC1 (configuration not stated)	i	1.1
76	Nc1nnc2cc(Cl)ccc2n1	i	0.9
77	CCCCN1C(=O)C(CC(=O)NC(c2ccccc2)c2ccccc2)CC(C(=O)N2CCCCCC2)=C1C (configuration not stated)	i	1.6
78	CCCCn1nnnc1C(c1cc2ccccc2o1)N1CCCC1 (configuration not stated)	i	0.8
79	CC1(C(=O)Nc2ccc3c(c2)OCCO3)CCN1Cc1ccc(-c2ccccn2)cc1 (configuration not stated)	i	0.7
80	COc1ccc2c(c1)OC[C@H]1[C@H]2N2C(=O)c3cc(OC)ccc3NC(=O)[C@@]2(C)[C@H]1c1ccccc1	i	0.7
81	O=C(Cc1cccnc1)N[C@@H]1CC[C@H](CCn2cc(Cc3ccccc3)nn2)O[C@@H]1CO	i	2.3
82	CCN1CCN(c2ccc(S(=O)(=O)N3CCCCC3)cc2NC(=O)c2ccc(C)c(C)c2)CC1	i	0.2
83	CC(C)C[C@H]1CN(CCCC[C@H]2CNC(=O)C(=O)N2CCc2ccc(O)cc2)C(=O)C(=O)N1Cc1ccccc1	i	0.6
84	COc1cc2c(cc1OC)[C@@H](NC(=O)Cc1ccc(F)cc1)[C@H](OCc1ccccc1)C2	i	0.8
85	CCc1ccc(C(O)c2ncc(-c3ccccc3C)[nH]2)cc1 (configuration not stated)	i	0.7
86	Cc1ccc(S(=O)(=O)N2CCCCC2)cc1NS(=O)(=O)c1ccc(Cl)c(C(=O)O)c1	i	0.9
87	CC(=O)Nc1ccc(-c2ccnc3c2CC(C)(C(=O)NCCN(C)C)O3)cc1 (configuration not stated)	i	1.4
88	CN(C(=O)c1cccc(NC(=O)Cc2ccc(NC(=O)C3CCN(C(=O)C4CCCC4)CC3)cc2)c1)C1CC1	i	0.8
89	COc1ccc(N2C[C@H](CSC)[C@@H](CC(=O)Nc3ccccc3)C2=O)cc1	i	1.9
90	CN1OC[C@@H]2CN(C(=O)c3ccc(-c4ccccc4)cc3)[C@H](c3ccc(-c4cccc(F)c4)cc3)C[C@@H]21	i	0.3
91	CC1(C)CC(=O)C(CC(=O)c2ccccc2)=C(NN=C(N)N)C1	i	0.4
92	COc1ccc(NC(=O)c2cc(-c3ccc(F)cc3OC)n[nH]2)cc1OC	i	1.0
93	COC(=O)[C@]12CCCCC=C1N(Cc1ccco1)C(=O)[C@H](CC(=O)N1CCOCC1)C2	i	1.6
94	Nc1ncnc2c1ncn2[C@@H]1O[C@H](CNC(=O)OC[C@@H](N)Cc2ccccc2)[C@@H](O)[C@H]1O	i	1.2
95	COc1cc(/C=C/CNC[C@H]2O[C@@H](n3cnc4c(N)ncnc43)[C@H](O)[C@@H]2O)ccc1O	i	1.2
96	COC(=O)CCCC[C@@H]1O[C@H](CCc2ccccc2)Cc2[nH][nH]c(=O)c21	i	1.0
97	COc1cccc(C(=O)N2CCC[C@H]2C(=O)N2CCC[C@H]2C(=O)N(C)Cc2ccccc2)c1	i	0.2
98	CC(C)n1ncc2c(C(=O)N3CCN(Cc4cccs4)CC3)cc(C3CC3)nc21	i	0.5
99	C[C@H](O)[C@@H]1C(=O)N2CCc3ccc(-c4cccc(F)c4)cc3[C@@H]2C[C@@H]1N(C)S(=O)(=O)c1ccccc1	i	0.1
100	CC1Cc2cccc3ccc(=O)n(c23)C1 (configuration not stated)	i	1.1
101	COc1cc(NCCCNC(C)C)c2nccc(C)c2c1	+	2.3*
102	CO[C@@H]1CN(C)C(=O)c2cc(NC(=O)Nc3ccc(Cl)cc3)ccc2OC[C@H](C)NC[C@H]1C	i	2.4
103	O=C(NCc1cccc(Cl)c1)C1Cc2c(-c3ccc(Cl)cc3)ccnc2O1 (configuration not stated)	i	0.7
104	CCCCC(O)C1=C[N+](=O)CC=C1 (configuration not stated)	i	0.5

High-throughput results deposited in PubChem BioAssay by NMMLSC.

Only part of the results is shown. The share of hits here may be higher or lower than overall.
